Source: PubChem BioAssay
TrxR1 substrate = rat thioredoxin reductase 1 substrate activity; O89049; purified TrxR1 substrate turnover, NADPH consumption readout; Potency, µM (series often up to 114 µM), without a hit: at the highest dose activity change, negative = substrate turnover; 0.01% of 390,000 active; AID 588456; also: potency is read from the fitted curve at half-maximal effect; % is scaled to controls: 0 for no effect and ±100 for the full control effect; nearly all actives have a fitted effect of over 50% in size
Target sequence (O89049 whole entry, looked up): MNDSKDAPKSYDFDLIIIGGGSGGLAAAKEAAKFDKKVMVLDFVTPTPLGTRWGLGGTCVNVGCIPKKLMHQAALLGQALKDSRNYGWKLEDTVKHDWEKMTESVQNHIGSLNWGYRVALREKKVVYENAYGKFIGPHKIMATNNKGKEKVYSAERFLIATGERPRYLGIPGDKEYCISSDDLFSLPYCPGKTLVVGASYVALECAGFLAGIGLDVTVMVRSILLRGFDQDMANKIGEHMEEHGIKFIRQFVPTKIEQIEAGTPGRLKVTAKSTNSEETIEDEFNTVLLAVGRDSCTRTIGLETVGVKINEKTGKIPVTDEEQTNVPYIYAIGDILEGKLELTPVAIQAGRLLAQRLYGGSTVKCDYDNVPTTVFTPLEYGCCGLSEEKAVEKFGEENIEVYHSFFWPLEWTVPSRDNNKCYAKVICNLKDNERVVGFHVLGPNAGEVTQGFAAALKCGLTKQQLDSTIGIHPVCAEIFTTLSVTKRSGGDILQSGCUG
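Rat TrxR1, dispensed at 90 nM, was prereduced with 400 uM NADPH (final) for 5 min at ~22 deg C, then incubated with compound 15 min before 400 uM selenite. A first-read NADPH fluorescence drop versus no-compound background flagged substrates.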
USP1 inh = inhibitors of human USP1/UAF1 deubiquitinase | O94782 | 0.23% of 390,000 active | recombinant USP1/UAF1, Ub-Rhodamine cleavage fluorescence | Potency, µM (series often up to 57.1 µM), for inactives: at the highest dose activity change, negative = inhibition, usual class: inhibitors; also: potency is read from the fitted curve at half-maximal effect; % is scaled to controls: 0 for no effect and ±100 for the full control effect; nearly all actives have a fitted effect of over 60% in size; inactives centre near -12
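In this screen, compounds sit with the deubiquitinase complex (1nM) for 15 min at room temperature before Ub-Rho is added at 150nM final. Fluorescence rise is then followed for 6 reads every 60 seconds.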
TRHR enhancer = allosteric enhancers of human TRH receptor; P34981; TRHR cells, fluo-8 calcium fluorescence, EC20 TRH enhancement; enhancement, % at 2 µM; 0.66% of 360,000 active; in the data active = enhancement above about 30%; also: 0% is about no effect
Target sequence (P34981 whole entry, looked up): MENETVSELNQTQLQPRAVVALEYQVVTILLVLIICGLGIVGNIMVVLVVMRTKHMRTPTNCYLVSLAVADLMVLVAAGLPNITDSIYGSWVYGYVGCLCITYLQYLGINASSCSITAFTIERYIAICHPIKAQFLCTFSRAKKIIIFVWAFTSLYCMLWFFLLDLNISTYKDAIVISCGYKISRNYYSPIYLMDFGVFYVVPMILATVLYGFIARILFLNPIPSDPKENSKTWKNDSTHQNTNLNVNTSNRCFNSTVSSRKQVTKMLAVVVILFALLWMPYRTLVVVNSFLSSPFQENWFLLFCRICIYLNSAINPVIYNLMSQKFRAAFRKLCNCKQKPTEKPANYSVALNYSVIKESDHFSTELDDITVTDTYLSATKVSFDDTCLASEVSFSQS
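TRHR-expressing cells loaded with fluo-8 calcium dye were read kinetically (ex 480/em 530) during compound addition, then stimulated with an EC20 of TRH (10 nM final). Enhancement of the Gq-mediated intracellular calcium response was scored.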
D2 antag = antagonizes the human D2 dopamine receptor; HEK293 TREx D2 cells, calcium flux, dopamine EC80; 2% of 340,000 active; inhibition, % at 10 µM; P14416; in the data active = inhibition above about 30%; also: 0% is about no effect
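Tetracycline-induced HEK293 T-REx cells expressing D2 force-coupled to calcium signalling were dye-loaded, exposed to compound for 180 s, then challenged with an EC80 of dopamine; calcium flux was followed kinetically for a further 180 s.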
mIDH1 inhibitor = inhibitors of human mutant IDH1 R132H. O75874. 0.093% of 390,000 active. Potency, µM (series often up to 76.6 µM), without a hit: at the highest dose activity change, negative = inhibition, actives largely listed as inhibitors. IDH1-R132H enzyme, NADPH consumption, diaphorase/resazurin fluorescence. AID 602179; also: potency is read from the fitted curve at half-maximal effect; % is scaled to controls: 0 for no effect and ±100 for the full control effect; nearly all actives have a fitted effect of over 65% in size
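IDH1-R132H (0.5 ug/mL dispensed) in pH 7.5 Tris buffer was preincubated 30 min with compound, then given a substrate mix of 0.016 mM NADPH and 2 mM alpha-KG for 80 min at room temperature; remaining NADPH was read by diaphorase/resazurin fluorescence.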
Pin1 inh = inhibitors of human Pin1. Q13526. Pin1 FP peptide displacement, HiFluor488, 10 min. Potency, µM (titrated, usually from 115 µM), without a hit: at the top dose activity, negative = inhibition, usual class: inhibitors. 0.009% of 390,000 active; active = well fitted inhibition curve with a large enough effect in the polarisation, with a control signal flat, not every such curve was filed as active; inconclusive = small, poorly fitted or top-dose-only effect, or effect the other way, or a change in a side signal; inactive = no such curve, though single readings can be large or run the other way; the % refers to the polarisation; also: potency is read from the fitted curve at half-maximal effect; % is scaled to controls: 0 for no effect and ±100 for the full control effect
Target sequence (Q13526 whole entry, looked up): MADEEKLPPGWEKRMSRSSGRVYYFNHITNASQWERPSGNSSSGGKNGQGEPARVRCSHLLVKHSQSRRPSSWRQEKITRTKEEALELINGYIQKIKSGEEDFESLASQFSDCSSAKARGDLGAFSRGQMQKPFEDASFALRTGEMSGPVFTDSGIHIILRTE
TRHR ag = TRH receptor (human) agonism; P34981; 0.18% of 360,000 active; AID 493084; activation, % at 2 µM; TRHR cells, calcium flux fluo-8, FDSS agonist mode; in the data active = activation above about 30%; also: 0% is about no effect
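Steps: seed TRHR cells overnight; add fluo-8 no-wash Ca dye, RT 30 min–1.5 h; record 10 s baseline; pin-transfer compounds; monitor fluorescence 1 cycle/s for the agonist window. Calcium increases flag candidate agonists.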
D2 agonist = agonists of human D2 dopamine receptor. 0.53% of 340,000 active. P14416. activation, % at 2 µM. HEK293 T-REx D2 cells, calcium flux agonist mode;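 active = activation over 3 SD above normal in the single-dose calcium agonist read, cut at about 30% in these data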; also: 0% is about no effect
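Calcium-flux readout, 1 cycle/sec over 180 s following compound pin transfer, in inducible HEK293 Trex D2 cells (force-coupled); dopamine controls included. Positive calcium responses during this window marked compounds as potential agonists.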
rTrxR1 inhibitor = inhibitors of rat thioredoxin reductase 1. AID 588453. recombinant rTrxR1, NADPH fluorescence consumption, selenite substrate. 1% of 390,000 active. Potency, µM (top dose mostly 114 µM), without a hit: top-dose activity change, negative = inhibition, actives largely listed as inhibitors. O89049; also: potency is read from the fitted curve at half-maximal effect; % is scaled to controls: 0 for no effect and ±100 for the full control effect; nearly all actives have a fitted effect of over 65% in size
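Rat TrxR1 (90 nM in the dispensed reagent) was pre-reduced with 400 uM NADPH for 5 min at room temperature, then incubated with compound for 15 min. After 400 uM selenite was added, NADPH fluorescence (Ex 340/Em 450 nm) was followed for 8 min.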
An asterisk follows results filed as active; ? = inconclusive; . = not tested or not shown; [ ] = dose if it differs, or a comment. Unless noted, calls follow the shape of the dose curve; as a rule, active = well fitted inhibition curve with a large enough effect; inconclusive = small, poorly fitted or top-dose-only effect; inactive = no such curve, though single readings can be large or run the other way.

SMILES | TrxR1 substrate | USP1 inh | TRHR enhancer | D2 antag | mIDH1 inhibitor | Pin1 inh | TRHR ag | D2 agonist | rTrxR1 inhibitor
CCN(CC)C(=O)COCc1cc(-c2ccc3c(c2)OCO3)on1 | -4%[57.1 µM] | -19% | -2 | 0 | -9% | 0% | 0.7 | -0.2 | 1%[2.29 µM]
CCOC(=O)c1c(NC(=O)CNCCOC)sc2c1CCCC2 | 10%[57.1 µM] | -16% | -7 | 8 | 4% | 2% | 3.0 | -0.1 | -11%
CCCOc1ccc(Cn2c(=O)oc3ccc(C)cc32)cc1 | -4% | -15% | -6 | 5 | 0% | 0% | 0.6 | 0.4 | 18%
CCn1c(=O)[nH]c2cc(C(=O)Nc3cc(C)cc(C)c3)ccc2c1=O | 9%[57.1 µM] | ? | -1 | 23 | 6% | 6% | -1.0 | -1.0 | 12%[57.1 µM]
Cc1ccc(CNC(=O)C(=O)c2cn(CC(=O)N3CCCC3)c3ccccc23)cc1 | -16% | -5% | -4 | 2 | -1% | -5% | -0.5 | -0.4 | -14%
O=S(=O)(N1CCCCC1)N1CCN(CC(O)COc2ccc3cc(Br)ccc3c2)CC1 (stereo not drawn) | -2% | 0% | -4 | 4 | 9% | 0% | 3.6 | 1.4 | 13%
CCn1cc(/C=C(\NC(=O)c2ccccc2Cl)C(=O)N2CCN(C)CC2)c2ccccc21 | -7% | -18% | 11 | 1 | 8% | 12% | 0.6 | 0.4 | -4%
Cc1nc2cccnc2n1-c1cccc(C(=O)NCCc2ccc(S(N)(=O)=O)cc2)c1 | 3% | ? | -1 | . | 8% | -8% | -0.1 | 1.2 | 12%
COc1cc(NC(=O)CN2C(=O)CN(C)C2=O)c(C)cc1[N+](=O)[O-] | -6%[57.1 µM] | -6% | -1 | -14 | 3% | -5% | 0.1 | 0.5 | 4%[57.1 µM]
COc1cccc(CN(C)CC(=O)NC(=O)NCc2ccccc2)c1 | -14% | 4% | -2 | 2 | 0% | 3% | 0.0 | 0.5 | -17%
COc1cc(C)nc(NS(=O)(=O)c2ccccc2Cl)n1 | -2%[57.1 µM] | -4% | -1 | 2 | 3% | -3% | 0.3 | -0.4 | 3%[57.1 µM]
Cc1ccc(OCc2ccc(C(=O)NNC(=S)NCC3CCCO3)o2)c([N+](=O)[O-])c1 (stereo not drawn) | -3% | 5% | -4 | 15 | -7% | 5% | -0.7 | -0.4 | -12%
CC(C)Cn1c(N)c(C=O)c(=O)n(C)c1=O | 9%[57.1 µM] | -10% | 1 | 8 | -1% | 0% | 1.5 | 1.9 | 15%[57.1 µM]
CCOC(=O)c1sc(-c2ccc(OC)cc2)cc1NC(C)=O | 297%[activator] | -18% | -6 | -5 | 6% | -2% | 0.4 | -0.7 | 68%[activator]
O=C(COC(=O)c1cccc(N2C(=O)c3ccccc3C2=O)c1)Nc1ccccc1 | -12% | -8% | 3 | . | -3% | 5% | 0.3 | . | -9%
C#CCOCCOCCOCCNc1nc(N2CCOCC2)nc(N2CCN(C(=O)[C@H]([C@@H](C)CC)n3cc([C@@H](N)Cc4ccc(O)cc4)nn3)CC2)n1 | 11%[57.1 µM] | -17% | 6 | -7 | 5% | 4% | 0.0 | -0.6 | 18%[57.1 µM]
O=C(CSC1=NCCS1)Nc1ccc2ccccc2c1 | 4%[57.1 µM] | -4% | 3 | 2 | 2% | -9% | 0.0 | -0.3 | 11%[57.1 µM]
CCOC(=O)C1(Cc2cccc(Cl)c2)CCCN(C(=O)c2ccnn2C)C1 (stereo not drawn) | -7% | -10% | 1 | -8 | 9% | 2% | -0.9 | 0.1 | -1%
CCc1ccccc1NC(=O)C1CCCN(S(=O)(=O)c2cccc3nsnc23)C1 (stereo not drawn) | 1% | ? | -5 | . | -8% | 24% | -0.8 | -0.4 | 10%
CC(C)CN(CCCNC(=O)c1cc(=O)[nH]c2ccc(S(=O)(=O)N3CCCC3)cc12)CC(C)C | -2%[57.1 µM] | -22% | -2 | . | -10% | 2% | -0.3 | -0.1 | 4%[57.1 µM]
Cc1ccc(-n2c(=O)c3c(n4cnnc24)-c2ccccc2CC32CCCCC2)cc1 | -21%[57.1 µM] | -20% | -10 | -5 | -6% | 1% | -0.2 | -0.2 | 5%[57.1 µM]
O=c1c2ccccc2nc(/C=C/c2cccnc2)n1CCc1ccccc1 | -4%[57.1 µM] | -5% | -2 | -11 | 52µM* | 4% | -0.3 | -0.5 | 10%[57.1 µM]
COc1ccc(C2c3[nH]c4ccccc4c3C[C@H]3C(=O)N(CC(C)C)CC(=O)N23)c(OC)c1 (stereo partly drawn) | 0%[57.1 µM] | -23% | 2 | 14 | -5% | -1% | 0.9 | 0.9 | 22%
Cc1cccc(NC(=S)Nc2ccccn2)c1 | -2% | -11% | -2 | -12 | 1% | ? | -0.1 | -0.4 | ?
COc1ccc(CN(C(=O)c2ccco2)C2CC(C)N(C)CC2C)cc1 (stereo not drawn) | 1% | -15% | -4 | -6 | 2% | 2% | -0.3 | -0.2 | -18%
Cc1cccc(OCC(=O)OCC(=O)N(CC(C)C)c2c(N)n(Cc3ccccc3)c(=O)[nH]c2=O)c1C | 0% | -18% | 9 | 1 | 2% | 5% | -0.6 | 0.1 | 20%
O=C(CN1CCOCC1)N1CCOCC1 | -3% | 0% | . | . | -3% | -6% | . | . | 16%
CCCN(CC(=O)Nc1ccccc1OC)C(=O)c1ccc(COc2ccccc2)o1 | -16% | -20% | 1 | 0 | 0% | 4% | 0.0 | 0.3 | -20%
Cc1cc(C(=O)NC2=NCCS2)c2ccccc2n1 | 3% | -21% | 1 | -22 | 20% | 6% | -0.2 | -0.4 | 16%
Cc1ccc(N(C)S(=O)(=O)c2cccc(C(=O)N(C)Cc3cnn(-c4ccccc4)c3)c2)cc1 | 1% | -10% | -2 | . | -4% | 5% | 0.6 | . | 14%
CN1C(=O)CSc2ccc(NC(=O)N3CCN(c4ccccc4)CC3)cc21 | 3%[57.1 µM] | -19% | -6 | -4 | 5% | 3% | -0.7 | 12 | 13%[57.1 µM]
O=C(N/C(=C/c1ccccc1F)C(=O)N1CCCCC1)c1ccccc1 | 1%[57.1 µM] | -28% | 17 | 6 | 0% | -4% | 0.3 | -0.8 | -1%[57.1 µM]
O=C(N/N=C/C=C\c1ccccc1[N+](=O)[O-])c1cccnc1 | 7%[57.1 µM] | 0% | 1 | 7 | 15% | 1% | -0.1 | -0.2 | 16%[57.1 µM]
Cc1ccc2c(c1)COc1c3ccc(C(=O)NC(C)C)cc3nn1-2 | 34% | ? | 4 | 24 | 4% | -8% | -0.6 | 0.2 | 3%
Cc1cc([N+](=O)[O-])nn1CC(=O)Nc1sc2c(c1C(N)=O)CCCC2 | 0%[57.1 µM] | -14% | 0 | 17 | 1% | 2% | 0.1 | 0.3 | 10%[57.1 µM]
COC(=O)c1cnn2c(C(F)(F)F)cc(-c3ccc(F)cc3)nc12 | 13% | -15% | 13 | 9 | 3% | ? | -1.0 | -0.1 | 13%
CC(=O)N1c2ccc(S(=O)(=O)N3CCC(C(=O)N4CCN(c5ccccc5)CC4)CC3)cc2CC1C (stereo not drawn) | -2% | -11% | -2 | 0 | -4% | 7% | -0.4 | 16 | 16%
COc1ccc(C(=O)C2CCN(CC(=O)Nc3ccc(C)cc3)CC2)cc1 | 8% | -21% | 6 | -8 | 3% | 2% | -1.3 | -3.0 | 31%
COc1ccc(NC(=O)c2cccc(S(=O)(=O)N3CCCC3)c2)cc1OC | 1% | -3% | 12 | -15 | 3% | -4% | 0.0 | -0.1 | 6%
COc1ccccc1OCC(=O)Nc1cc(S(=O)(=O)N2CCCCC2)ccc1N1CCCCC1 | -5% | -18% | -7 | 3 | 1% | 33%[activator] | 1.1 | -0.6 | -7%
NS(=O)(=O)c1ccc(CCNCc2cccnc2)cc1 | 6%[2.29 µM] | -14% | 2 | -2 | 15% | ? | 0.5 | -0.4 | 20%
COc1ccc(S(=O)(=O)N(C)CC(=O)NCc2ccccn2)cc1 | 5% | -9% | 2 | -18 | -8% | -8% | 0.3 | 5.4 | 17%
CC(C)Cn1cc(NC(=O)NCc2ccccc2)c2ccccc2c1=O | 22% | ? | -3 | . | 9% | -6% | -0.5 | -0.8 | 9%
CCOC(=O)c1cc2ccc(OC)cc2oc1=O | 905%[activator] | -17% | -6 | 4 | 10% | -5% | 1.5 | 0.2 | ?
CC(=O)Nc1nn(C)c2nc3cc(C)ccc3cc12 | 12%[57.1 µM] | -18% | 2 | 14 | 3% | 1% | 0.0 | -0.3 | 14%
O=C(CSc1nnc(CNC(=O)c2ccccc2F)o1)Nc1cccc(C(F)(F)F)c1 | -7% | -15% | -1 | -1 | -2% | -10% | -1.0 | 0.1 | 16%
O=C1CN(C(=O)COC(=O)CNC(=O)c2ccc(Cl)cc2)c2ccccc2N1 | -4%[57.1 µM] | 1% | -4 | 9 | -4% | -3% | 0.4 | -0.4 | 13%[57.1 µM]
O=C(NCCN1CCCC1)c1ccc2c(c1)N(Cc1ccccc1)C(=O)c1ccccc1S2(=O)=O | -7% | -19% | 0 | 8 | -6% | 15% | 0.2 | 0.1 | -1%
Cc1cc(C)c(C)c(S(=O)(=O)N2CCCN(C)CC2)c1C | -3% | -4% | -2 | 11 | 0% | -3% | 0.2 | -0.4 | 5%
Nc1cc(=O)nc(SCC(=O)Nc2ccccc2Cl)n1-c1ccccc1 | 7%[57.1 µM] | -13% | -1 | -9 | -6% | -1% | 0.2 | -0.3 | 18%[57.1 µM]

Reformatted: results already given.
SMILES,TrxR1 substrate,USP1 inh,TRHR enhancer,D2 antag,mIDH1 inhibitor,Pin1 inh,TRHR ag,D2 agonist,rTrxR1 inhibitor
CC(C)Cn1cc(NC(=O)NCc2ccccc2)c2ccccc2c1=O,22%,?,-3,.,9%,-6%,-0.5,-0.8,9%
CCOC(=O)c1cc2ccc(OC)cc2oc1=O,905%[activator],-17%,-6,4,10%,-5%,1.5,0.2,?

Not all compounds are listed (hit frequency here may not be typical).
